# CHT PAM – human CHT allosteric activation; CHT-expressing cells, membrane potential dye, choline EC20; stronger effect = higher value; LV-AA mutant CHT in HEK293 cells; B-score at 10 µM; 0.49% of 310,000 active;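 active means initial fluorescence not abnormally high and integrated response B-score, plate-corrected, over 3 SD above library mean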
# Target sequence (Q9GZV3 whole entry, looked up): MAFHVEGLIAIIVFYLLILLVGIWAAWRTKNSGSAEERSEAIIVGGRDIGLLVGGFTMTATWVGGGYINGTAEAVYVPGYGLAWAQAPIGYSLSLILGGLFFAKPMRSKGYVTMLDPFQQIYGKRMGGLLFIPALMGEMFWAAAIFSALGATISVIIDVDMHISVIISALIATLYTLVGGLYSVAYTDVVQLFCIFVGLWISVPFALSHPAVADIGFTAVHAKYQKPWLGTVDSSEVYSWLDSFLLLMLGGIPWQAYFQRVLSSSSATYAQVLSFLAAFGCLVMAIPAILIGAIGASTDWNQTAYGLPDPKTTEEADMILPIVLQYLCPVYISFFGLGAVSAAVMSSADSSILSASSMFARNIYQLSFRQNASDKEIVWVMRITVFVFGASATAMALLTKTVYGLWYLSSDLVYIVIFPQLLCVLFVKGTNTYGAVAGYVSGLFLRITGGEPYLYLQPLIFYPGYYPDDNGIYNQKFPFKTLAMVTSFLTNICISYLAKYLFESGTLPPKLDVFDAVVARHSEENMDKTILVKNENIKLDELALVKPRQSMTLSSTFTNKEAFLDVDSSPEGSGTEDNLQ
# CHT inh – inhibits the human high affinity choline transporter. B-score at 10 µM. CHT-expressing cells, membrane potential dye, choline response; stronger effect = lower value. AID 488975. 0.86% of 310,000 active. Q9GZV3;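 active means B-score over 3 SD under the library average, and starting fluorescence ratio not unusually high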;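 further: choline stimulus applied at its EC90 after an EC20 pre-addition; B-score computed on integrated fluorescence ratio after choline addition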
# Calls only; i = inactive.
SMILES,CHT PAM,CHT inh
Cc1cccc(C(=O)NNC(=O)c2ccc(-c3ccccc3)cc2)c1,i,i
CC(C)(C)NC(=S)NCC1CC1,i,i
CCn1nnnc1SCC(=O)NCc1ccc2c(c1)OCO2,i,i
Cc1cccc(NC(=O)C(=O)NCC2CCCN2S(=O)(=O)c2cccs2)c1C (stereo unspecified),i,i
CCN(CC)CCN1C(=O)C(=O)/C(=C(/O)c2c(C)[nH]c(C(=O)OC)c2C)C1c1ccccc1OC (stereo unspecified),i,i
O=C(CSc1nc2ccccc2[nH]1)Nc1cccc(S(=O)(=O)N2CCOCC2)c1,i,i
O=C(O)CSc1nnc(COc2cccc3cccnc23)n1-c1ccc(Cl)cc1,i,i
CN(C)S(=O)(=O)c1ccc(N2CCCC2)c(C(=O)NCCc2ccc(F)cc2)c1,i,i
CN1C(=O)N(C)C2(c3ccccc3)Nn3c(s/c(=C/c4ccccc4)c3=O)=NC12c1ccccc1 (stereo unspecified),i,i
Cc1ccc(C2N(C)c3ccccc3-c3nc4ccccc4n32)o1 (stereo unspecified),i,i
CCCNC(=O)C/C(C)=N/NC(=O)C(=O)Nc1ccccn1,i,i
CC(C)(C)C(=O)CN1C(=O)NC2(CCc3ccccc32)C1=O (stereo unspecified),i,i
CCN(CC)C(=O)CN(c1ccc(F)c(Cl)c1)S(C)(=O)=O,i,i
COc1ccc(C2CC2C(=O)c2ccccn2)cc1 (stereo unspecified),i,i
CCOc1cc(S(=O)(=O)N(CC)CC)ccc1Br,i,i
CC(Oc1ccccc1)C(=O)N1CCN=C1SCc1ccccc1F (stereo unspecified),i,i
COc1ccc(Cl)cc1C(=O)Nn1c(C)nc2ccccc2c1=O,i,i
CCN(CC(=O)c1c(N)n(C)c(=O)n(C)c1=O)c1cccc2ccccc12,i,i
O=C(CN1CCCCC1CO)c1ccc(OC(F)F)cc1 (stereo unspecified),i,i
Nc1c(C(=O)N2CCCC2)sc2nc(-c3ccccc3)ccc12,i,i
CC[C@@H]1Cc2cc(O)ccc2C2=C1c1ccc(O)cc1C[C@H]2CC,i,i
Cc1cc(C(=O)CN2C(=O)NC(C)(CC(C)C)C2=O)c(C)n1-c1ccc2c(c1)OCO2 (stereo unspecified),i,i
CC(NC(=O)CSc1nc2ccc(N)cc2s1)c1ccccc1 (stereo unspecified),i,i
CCNC(=O)c1ccc(CSc2nc3ccccc3s2)cc1,i,i
COC(=O)c1c(NC(=O)c2ccccc2[N+](=O)[O-])sc2c1CC(C)(C)NC2(C)C,i,i
COc1ccc(C(C(=O)NC2CCCC2)N(Cc2ccco2)C(=O)c2snc(C(N)=O)c2N)cc1OC (stereo unspecified),i,i
O=C(CCN1C(=O)C2CC=CCC2C1=O)Nc1cccc(Cl)c1 (stereo unspecified),i,i
Cn1c(=O)c2c(ncn2CCOc2ccc(Br)cc2)n(C)c1=O,i,i
CC(C)OC(=O)CSc1nnc(-c2cnccn2)n1Cc1ccco1,i,i
CCN(c1cccc(C)c1)S(=O)(=O)c1csc(C(N)=O)c1,i,i
CSCc1ccc(C(=O)NCCSc2ccc(Br)cc2)cc1,i,i
C/C(=N/NC(=O)c1ccc2nc[nH]c2c1)c1cccs1,i,i
C=C1CCN(C(C(=O)OC)C(C)C)S(=O)(=O)c2ccc(F)cc21 (stereo unspecified),i,i
Cc1nc(NC(=O)CSc2nnc(-c3ccccc3)c(-c3ccccc3)n2)c(Cl)cc1Cl,i,i
c1ccc2nc(-c3nc4ccccc4[nH]3)ccc2c1,i,i
CN(Cc1cccc(F)c1)C(=O)c1ccc(NS(=O)(=O)c2ccc3[nH]c(=O)[nH]c3c2)cc1,i,i
CCOC(=O)Cc1csc(NC(=O)c2sc3nc4ccc(CC)cc4cc3c2N)n1,i,i
O=S(=O)(c1ccccc1)N1CCN(C(=S)NC2CCCC2)CC1,i,i
O=C(NCc1ccccc1)C(c1cccs1)N(C(=O)c1csnn1)C1CC1 (stereo unspecified),i,i
COCCN(C(=O)CC(C)(C)C)c1nnc(-c2cccnc2)s1,i,i
Cc1ccc(-n2ncc3c(NNC(=O)c4ccco4)ncnc32)cc1C,i,i
Cc1ccccc1CSCC(=O)NC(=O)NC(C)(C)C,i,i
COC(=O)c1ccc(CSc2nnc(CNC(=O)c3ccccc3F)o2)o1,i,i
CCN(CC)S(=O)(=O)c1ccc(OC)c(NS(=O)(=O)c2ccc(F)cc2)c1,i,i
CS(=O)(=O)N1CCN(C(=S)NCc2ccc(Cl)cc2)CC1,i,i
C/C(=N\NC(=O)c1cc(Cl)ccc1O)c1ccc(Br)s1,i,i
Cc1ccc(-c2nc(CS(=O)CC(=O)NCCN3CCOCC3)c(C)o2)cc1 (stereo unspecified),i,i
Cn1cc(Cl)nc1C(O)c1ccccc1 (stereo unspecified),i,i
O=C(c1cc(-c2ccc(Cl)c(Cl)c2)on1)N1CCOCC1,i,i
Cc1ccc(S(=O)(=O)c2cc(OC(=O)c3ccco3)ccc2OC(=O)c2ccco2)cc1,i,i
COc1cccc(C(N)=O)c1OC(=O)Cc1ccccc1F,i,i
CC1=NNC(=O)C1CC(=O)N/N=C/C(C)=C/c1ccccc1 (stereo unspecified),i,i
CCc1ccc2c(c1)C(c1ccncc1)=NNC(c1ccccc1)=N2,i,i
Fc1cccc(CCN2C(=S)NC[C@@H]2Cc2ccccc2)c1,i,i
CC(=O)NCCc1nc2cc(NC(=O)COc3cccc(C)c3)ccc2n1C,i,i
CC(C)OC(=O)N(C)c1ccc(C(O)(C(F)(F)F)C(F)(F)F)cc1,i,i
CC(C)CSc1nc(N2CCOCC2)c2c(c1C#N)CC(C)(C)SC2,i,i
CC(C)C[C@H]1CN=C(Nc2ccccc2)N1CC1CCCC1,i,i
Cc1cc(C)c2oc(C(=O)Nc3ccc(S(=O)(=O)N4CCCC(C)C4)cc3)cc(=O)c2c1 (stereo unspecified),i,i
C[C@@H](N)C(=O)NC[C@H]1CC[C@H](C(=O)N[C@@H](Cc2ccccc2)C(=O)O)CC1,i,i

# Remaining list, next part
SMILES,CHT PAM,CHT inh
CSc1nc2ccccc2cc1/C=C(\C#N)c1ccc(Cl)c(Cl)c1,i,i
O=C(C1CCN(S(=O)(=O)c2cccc3cccnc23)CC1)N1CCN(Cc2ccccc2)CC1,i,i
Cc1cccc(N2CCN(S(=O)(=O)c3ccc4c(c3)CC(=O)N4C)CC2)c1C,i,i
CCOc1ccc(OCCCC(=O)N(C)CC(=O)Nc2ccc(N3CCOCC3)cc2)cc1,i,i
Cc1ccc(C(C#N)c2ccc(C(=O)c3ccc(F)cc3)cc2)cc1 (stereo unspecified),i,i
NNc1ncnc2sc3c(c12)CCC3,i,i
CN(/C=C/C(=O)C(F)(F)C(F)(F)F)Cc1ccccc1,i,i
CCCNS(=O)(=O)c1cccc(C(=O)NNC(=O)c2cc(C)oc2C)c1,i,i
O=C(NCCCN1CCCC1=O)c1cn(-c2ccccc2)nc1-c1ccccc1,i,i
COc1ccc(CCN2CCCC(CN(C)Cc3cc(OC)c(OC)c(OC)c3)C2)cc1 (stereo unspecified),i,i
O=C(O)c1ccc(Sc2nnc3ccccn23)c([N+](=O)[O-])c1,i,i
O=C(CN(c1ccc(F)cc1)S(=O)(=O)c1ccccc1)NC1CC2CCC1C2 (stereo unspecified),i,i
c1ccc(CN2CCC(N3CCC(N4CCCCCC4)CC3)CC2)cc1,i,i
COc1ccc2[nH]c(C(=O)N3CCN(c4ccccc4F)CC3)c(C)c2c1,i,i
Cc1cc(Cl)c(S(N)(=O)=O)cc1OCC(N)=O,i,i
COc1cc(NC(=O)COC(=O)CNC(=O)c2ccc(Cl)cc2)c(C)cc1[N+](=O)[O-],i,i
COC(=O)c1ccc(/C=N\NC(=O)c2c(C)nc3ccc(Cl)cn23)cc1,i,i
CCOCC(=O)Nc1cc([N+](=O)[O-])ccc1C,i,i
Cc1ncc([N+](=O)[O-])n1CC(=O)Nc1ccc(F)cc1,i,i
COc1ccc(NC(=O)Cn2cc(C(=O)c3ccco3)c3ccccc32)cc1,i,i
CC(C)OC(=O)Nc1ccc2c(c1)N(C(=O)CCN1CCN(CCO)CC1)c1ccccc1CC2,i,i
O=C(Nc1ccccc1)ON=C1c2ccccc2-c2ccccc21,i,i
CC1(C)CC(=O)c2c(S(C)(=O)=O)sc(Br)c2C1,i,i
CCOCCCNCc1cc(Cl)ccc1OCC,i,i
O=C(Nc1nc(-c2cccs2)c(-c2ccccc2)s1)c1ccco1,i,i
CC(=O)c1cc2c(cc1N/C(=N/S(=O)(=O)c1ccc(C)cc1)c1ccc(Cl)cc1)OCO2,i,i
CCCN1C(=O)c2cc(C(=O)Nc3cccc(C(C)=O)c3)ccc2C1Nc1cccc(C(C)=O)c1 (stereo unspecified),i,i
O=[N+]([O-])c1ccccc1S(=O)(=O)Nc1cccc(-c2ccc3nncn3n2)c1,i,i
CC(=O)N1CCC(C(=O)N2CCN(S(=O)(=O)c3ccc(F)cc3)CC2)CC1,i,i
C/C(=N\O)c1ccc(Cl)cc1Cl,i,i
Cc1c(N)cccc1-c1nc2ccccc2[nH]1,i,i
CCn1ncc(S(=O)(=O)Nc2cccnc2)c1C,i,i
CCCn1c(NCCO)nc2ccccc21,i,i
Cc1ccc(-n2nnnc2CNC(=O)c2ccc([N+](=O)[O-])o2)cc1C,i,i
Cc1[nH]c2ccccc2c1C(=O)CN1CC(C)OC(C)C1 (stereo unspecified),i,i
COc1ccc(CNC(=O)COc2cc(O)c3c(c2)OC(C)(C)CC3=O)cc1,i,i
CN(C)c1oc(-c2ccccc2F)nc1C#N,i,i
CCOC(=O)C1=C(C)NC(=O)/C1=C\N(C)C,i,i
Cc1ccccc1-n1c(SCC(=O)N/N=C/c2c(C)nn(-c3ccccc3)c2C)nc2ccccc2c1=O,i,i
COc1ccc(NC(=O)Cc2c[nH]c3ccccc23)cc1S(=O)(=O)N1CCOCC1,i,i
CCN1C(=O)/C(=C\c2ccc3c(c2)OCO3)C(C(=O)OC)=C1C,i,i
Cn1c(C2=C(O)CN(Cc3ccccc3)C2=N)[n+](C)c2ccccc21,i,i
C/C(=N\NC(=O)c1cccc(S(=O)(=O)N2CCOCC2)c1)c1ccc(OC(F)F)cc1,i,i
CCCCOc1ccc(/C(N)=N/O)cc1,i,i
C=CCn1c(=O)c(C(=O)NCc2ccccc2Cl)c(O)c2ccccc21,i,i
CS(=O)(=O)c1ccc2nc(NC(=O)Nc3cccc(Cl)c3)sc2c1,i,i
Nc1ccc2oc(-c3ccccn3)nc2c1,i,i
CC1(C)CC(=O)C(C=NCCN2CCN(C3CC(=O)N(c4ccc(Br)cc4)C3=O)CC2)=C(O)C1 (stereo unspecified),i,i
Cc1cc(S(=O)(=O)N2CCCc3ccccc32)ccc1-n1cnnn1,i,i
Cc1cc(-c2ccc(/C=N/n3cnnc3)o2)ccc1Cl,i,i
Cc1c(Cc2ccccc2)c(=O)oc2cc(OCC(=O)NCc3ccccn3)ccc12,i,i
Cc1cc(C(=O)N/N=C/c2ccc3ccccc3c2)n[nH]1,i,i
COc1ccccc1NC(=O)COC(=O)c1c[nH]c(=O)[nH]c1=O,i,i
COC(=O)CC1C(=O)NCCN1C(=S)NC(=O)C(c1ccccc1)c1ccccc1 (stereo unspecified),i,i
O=C(NCc1nnc2c(C(F)(F)F)cc(Cl)cn12)C1CCCC1,i,i
COc1cccc(C(=O)Nc2ccc(C(=O)NCC(C)C)cc2)c1,i,i
CC(C)(C)C1CCc2onc(C(=O)Nc3cnn(Cc4ccc(F)cc4)c3)c2C1 (stereo unspecified),i,i
COC(=O)c1c(NC(=O)c2cccc(S(=O)(=O)N3CCN(C)CC3)c2)sc(C)c1C,i,i
COc1cccc(C(C(=O)NC(C)(C)C)N(CCc2ccccc2)C(=O)CCC(=O)Nc2cc(C)on2)c1OC (stereo unspecified),i,i
Cc1cccnc1NC(=O)c1ccc(S(=O)(=O)N2CCCCC2)cc1,i,i

# 14 structures out of the list, arranged by number of heavy atoms, lowest first:
SMILES,CHT PAM,CHT inh
CCCCOc1ccc(/C(N)=N/O)cc1,i,i
Nc1ccc2oc(-c3ccccn3)nc2c1,i,i
Cc1cc(-c2ccc(/C=N/n3cnnc3)o2)ccc1Cl,i,i
Cc1cc(C(=O)N/N=C/c2ccc3ccccc3c2)n[nH]1,i,i
O=C(NCc1nnc2c(C(F)(F)F)cc(Cl)cn12)C1CCCC1,i,i
COc1cccc(C(=O)Nc2ccc(C(=O)NCC(C)C)cc2)c1,i,i
Cn1c(C2=C(O)CN(Cc3ccccc3)C2=N)[n+](C)c2ccccc21,i,i
C=CCn1c(=O)c(C(=O)NCc2ccccc2Cl)c(O)c2ccccc21,i,i
CC(C)(C)C1CCc2onc(C(=O)Nc3cnn(Cc4ccc(F)cc4)c3)c2C1 (stereo unspecified),i,i
COc1ccc(NC(=O)Cc2c[nH]c3ccccc23)cc1S(=O)(=O)N1CCOCC1,i,i
C/C(=N\NC(=O)c1cccc(S(=O)(=O)N2CCOCC2)c1)c1ccc(OC(F)F)cc1,i,i
CC1(C)CC(=O)C(C=NCCN2CCN(C3CC(=O)N(c4ccc(Br)cc4)C3=O)CC2)=C(O)C1 (stereo unspecified),i,i
Cc1ccccc1-n1c(SCC(=O)N/N=C/c2c(C)nn(-c3ccccc3)c2C)nc2ccccc2c1=O,i,i
COc1cccc(C(C(=O)NC(C)(C)C)N(CCc2ccccc2)C(=O)CCC(=O)Nc2cc(C)on2)c1OC (stereo unspecified),i,i

# New compounds follow
SMILES,CHT PAM,CHT inh
C=CCN1CN(Cc2ccco2)CNC1=S,i,i
CCC(C(=O)NCCc1c[nH]c2ccc(C)cc12)c1ccccc1 (stereo unspecified),i,i
O=C(NCc1cccs1)c1ccc(Cl)s1,i,i
CCN(C(=O)COC(=O)c1oc2ccc(OC)cc2c1C)C1CCCCC1,i,i
COc1cccc(C(=O)n2c(SC)nc3cc4c(cc32)OCCO4)c1,i,i
